KCNQ2 inh – KCNQ2 potassium channel inhibitors, primary screen, cell-based, CHO-K1, FluxOR thallium flux, B-score (AID 2156). O88943. 20 min; stronger effect = lower value. B-score at 10 µM. 310,000 compounds, 1.1% hits;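 active means fluorescence ratio B-score at most minus 3 library SDs, with starting brightness B-score within 2 library SDs, cut at about -5.5 in these data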
Kir21 inh – blocks the mouse Kir2.1 inward-rectifier potassium channel; P35561; HEK293-Kir2.1, FluxOR thallium flux fluorescence; stronger effect = lower value; B-score at 10 µM; 310,000 compounds, 0.85% hits;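 active means fluorescence ratio B-score at or below minus 3 SD of library scores, with starting-brightness B-score within 2 SD, cut at about -4.2 in these data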;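 further: channel flux triggered by added potassium and thallium sulfate stimulus; B-score of peak minus minimum fluorescence over baseline after thallium stimulus; more negative B-score means stronger Kir2.1 block with less thallium influx; some compounds called inactive have numbers as strong as hits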
Target sequence (P35561 whole entry, looked up): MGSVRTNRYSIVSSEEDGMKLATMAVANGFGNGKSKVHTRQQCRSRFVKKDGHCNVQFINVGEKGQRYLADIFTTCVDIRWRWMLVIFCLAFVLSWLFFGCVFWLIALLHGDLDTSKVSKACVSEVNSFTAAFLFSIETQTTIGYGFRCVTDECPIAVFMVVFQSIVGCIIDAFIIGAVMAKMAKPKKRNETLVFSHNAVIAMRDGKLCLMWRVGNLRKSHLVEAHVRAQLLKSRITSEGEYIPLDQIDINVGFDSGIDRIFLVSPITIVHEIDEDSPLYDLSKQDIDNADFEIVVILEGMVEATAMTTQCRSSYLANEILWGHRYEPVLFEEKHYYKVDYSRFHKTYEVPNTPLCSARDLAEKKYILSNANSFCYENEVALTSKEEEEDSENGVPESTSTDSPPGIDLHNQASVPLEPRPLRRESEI
* marks the source's active call; other numbers are inactive results; i = inactive. Compounds as they come; overall some 1.9% were active at least once.

Order of values: KCNQ2 inh, Kir21 inh
CCCCCCn1c(CN2CCCC(C)C2)nc2c1c(=O)n(C)c(=O)n2C (stereo unspecified)
    i, -0.05
COCCCN(C(=O)Cc1ccc(Cl)c(Cl)c1)c1c(N)n(Cc2ccccc2)c(=O)[nH]c1=O
    i, -0.97
CC(=O)c1cc2c(cc1NC(=O)CCn1cnnn1)OCO2
    i, 1.65
CCOC(=O)C(C(=O)OCC)N(C#N)c1nc(SC)nc(N(C)C)n1
    i, -0.05
Cc1nc2c(C)cccc2c2c1CCN2c1ccccc1F
    i, -0.67
COc1cccc(NC(=O)Cc2nnc(SCC(=O)NC3CCCC3)n2C)c1
    i, 0.35
NS(=O)(=O)c1ccc(NC(=O)c2ccc(CNS(=O)(=O)c3cc(C(F)(F)F)ccc3Cl)cc2)cc1
    i, 0.27
Cc1cccc(OCc2nnc(SCc3cc(=O)n4cc(Br)ccc4n3)o2)c1
    i, -2.07
CCOC(=O)C1CCN(S(=O)(=O)c2ccc(C)c(C)c2)CC1
    i, 1.06
COCCn1cc(-c2csc(N)n2)c2ccccc21
    i, -0.22
Cc1cccc(-c2noc(-c3c(C)noc3C)n2)c1
    i, -0.67
C=CCN1C(=O)N/C(=C/c2ccc(N3CCOCC3)o2)C1=O
    i, -3.29
O=C(NC1CCN(S(=O)(=O)c2ccccc2)CC1)c1ccccc1
    i, 3.37
COc1ccc(C(=O)Nc2ccccc2)cc1NC(=O)c1ccc([N+](=O)[O-])cc1
    i, 0.8
O=C(CSc1nc2ccc([N+](=O)[O-])cc2[nH]1)c1ccc2ccccc2c1
    i, -0.11

Other structures
Order of values: KCNQ2 inh, Kir21 inh
CCn1c(NC(=O)c2ccccc2)c(-c2cccs2)c(=O)c2ccccc21
    i, 1.09
Cc1ncc(CN2CCN(C3CCCC3)C(CCO)C2)s1 (stereo unspecified)
    i, -0.34
COc1cc(CNCCCO)ccc1OCC(=O)NC(C)(C)C
    i, -0.59
COc1ccccc1NC(=S)N1CCOCC1
    i, -0.82
COC(C[C@H]1O[C@H]1C(=O)COCc1ccccc1)OC
    i, 1.49
CCOc1ccc(Nc2ncnc3c2cnn3Cc2ccccc2)cc1
    i, -0.95
CC(C)(C)NS(=O)(=O)c1ccc(/C=C/C(=O)O)cc1
    i, -0.1
CNC(=O)COC(=O)CCC(=O)c1ccc(Cl)cc1
    i, -0.98
COc1ccccc1NC(=O)CN1C(=O)COc2ccc(C)cc21
    i, -1.2
O=[N+]([O-])c1ccc(CCNc2cccc3ccccc23)c([N+](=O)[O-])c1
    i, -0.19
O=c1nc(N/N=C/c2ccccn2)cn[nH]1
    i, -1.06
COCCCNC(CC(=O)Nc1ccc(OC)cc1OC)C(=O)O (stereo unspecified)
    i, -0.31
COc1nc2ccccc2nc1CCC(=O)O
    i, 0.01
COc1cccc(NC(=O)NCCCCc2ccccc2)c1
    i, -1.37
C=CCNC(=S)NCCCCC1NC(=S)N(CC=C)C1=O (stereo unspecified)
    i, -0.48

3 records drawn at random from the list so far:
Order of values: KCNQ2 inh, Kir21 inh
Cc1ncc(CN2CCN(C3CCCC3)C(CCO)C2)s1 (stereo unspecified)
    i, -0.34
COc1ccccc1NC(=O)CN1C(=O)COc2ccc(C)cc21
    i, -1.2
COc1nc2ccccc2nc1CCC(=O)O
    i, 0.01

The list continues:
Order of values: KCNQ2 inh, Kir21 inh
O=C(CCn1c(=S)oc2ccccc21)NC1CCCCCC1
    i, 0.09
CCCOC(=O)C1=C(C)NC2=C(C(=O)CCC2)C1c1cccs1 (stereo unspecified)
    i, -0.01
O=S(=O)(Nc1ccccc1)c1ccc(Oc2ncc(C(F)(F)F)cc2Cl)cc1
    i, 1.58
CCO[C@@H]1OC(C(N)=O)=C[C@H](C2CC2)[C@H]1CCCO
    i, 2.78
COc1ccc(NS(=O)(=O)c2cc(NC(=O)c3ccncc3)ccc2N2CCOCC2)cc1
    i, -0.63
O=C(CCC(=O)OCC(=O)c1ccccc1)Nc1cccc(Cl)c1
    i, 0.18
Cc1ccc(O)c(/C=N/NC(=O)CN2CCCC2)c1
    i, 0.29
CN1CCN(C(=O)c2ccc3c(c2)S(=O)(=O)c2ccccc2C3=O)CC1
    i, -0.26
COC(=O)c1cccc(NC(=O)/C=C/c2ccc3c(c2)OCO3)c1
    i, -0.99
COC(=O)c1sccc1NS(=O)(=O)c1ccc(OC)cc1
    i, -0.11
O=C(CCCC(=O)N(c1ccc(F)cc1)C(C(=O)NC1CCCC1)c1ccc(O)cc1)Nc1ccccn1 (stereo unspecified)
    i, -1.79
O=C(CSc1nc2[nH]ncc2c(=O)n1-c1ccccc1Br)NCc1ccco1
    i, 0.55
CCSc1nnc(NC(=O)[C@@H](NC(=O)c2cccc(C)c2)C(C)C)s1
    i, 0.01
O=c1c2ccccc2nnn1Cc1cccc2ccccc12
    i, -1.77
COc1ccc(N2CC(C(=O)Nc3cc(C)ccn3)CC2=O)cc1 (stereo unspecified)
    i, -0.38

Continuation:
Order of values: KCNQ2 inh, Kir21 inh
O=C(Nc1cnn(Cc2ccc(F)cc2)c1)c1cc2nc(-c3ccco3)cc(C(F)(F)F)n2n1
    i, -0.41
Fc1ccccc1CNC(=S)NC1CCCCC1
    i, -1.82
COc1ccc(NC(=S)N2CCN(S(=O)(=O)c3ccc(F)cc3)CC2)cc1
    i, 0.64
Cc1ccc(N(CC(=O)Nc2ccccc2-c2ccccc2)S(=O)(=O)c2ccccc2)cc1
    -6.21*, -2
COc1ccc(NC(=O)C2CC(=O)N(C)C(=Nc3ccc4c(c3)OCO4)S2)cc1 (stereo unspecified)
    i, 0.75
C=CCNC(=O)c1cc2c(=O)n3cc(C)ccc3nc2nc1NCC1CCCO1 (stereo unspecified)
    i, 1.45
O=C(NC12CC3CC(CC(C3)C1)C2)c1ccco1
    i, -1.45
Cc1n[nH]c(=S)c2nn(-c3ccccc3)c(C)c12
    i, -1.61
O=C(/C=C/c1ccc(Cl)cc1)NCCSc1ccccc1
    i, 0.91
Cc1ccc2nc(C3CCN(C(=O)c4ccco4)CC3)[nH]c2c1
    i, 0.34
Cc1nc(-c2cn[nH]c2)c2cc(C)oc2n1
    i, 0.14
COc1ccc(C2c3c(ccc4ccccc34)Oc3ncn4nc(Cc5ccc(OC)c(OC)c5)nc4c32)cc1 (stereo unspecified)
    i, -1.12
COc1ccc(OC)c(C2CC(=O)N3CN(c4cccc(Cl)c4C)CSC3=C2C#N)c1 (stereo unspecified)
    i, 0.85
CCN(CC)c1ccc2c(c1)oc(=O)c1c(Cl)cc(=O)oc12
    i, -0.82
CSc1nnc(NC(=O)c2nc(S(=O)(=O)Cc3ccccc3)ncc2Cl)s1
    i, -2.94

Records listed so far printed as active in KCNQ2 inh:
Order of values: KCNQ2 inh, Kir21 inh
Cc1ccc(N(CC(=O)Nc2ccccc2-c2ccccc2)S(=O)(=O)c2ccccc2)cc1
    -6.21*, -2

Later entries:
Molecule	KCNQ2 inh	Kir21 inh
O=C(Nc1cc([N+](=O)[O-])ccc1N1CCCC1)c1ccccc1	i	-0.84
C=CCOc1ccc(C2OC34CCCCC3C(C#N)(C#N)C2(C#N)C(=N)O4)cc1 (stereo unspecified)	i	0.05
CCCn1c(C)cc(C(=O)COC(=O)c2ccc(Cl)c(S(=O)(=O)N3CCCC3)c2)c1C	i	-1.61
COc1ccc(/C=C/C(=O)OCC(=O)Nc2cccc(C(C)=O)c2)cc1	i	0.71
CCN(CC)Cc1c(O)c(Cl)cc2c(C)c(C)c(=O)oc12	i	-1.37
O=C(NCc1ccc2c(c1)OCO2)C(=O)NCC1OCCCN1S(=O)(=O)c1ccc(F)cc1 (stereo unspecified)	i	-1.68
O=c1c(Cl)c(N2CCN(c3ccc(F)cc3)CC2)cnn1C12CC3CC(CC(C3)C1)C2	i	-0.1
CCN1CCN(C(=O)C23CCC(C)(C(=O)C2Br)C3(C)C)CC1 (stereo unspecified)	i	-0.48
COc1ccc(CC(=O)OCc2cc3ccc(C)cc3[nH]c2=O)cc1	i	2.45
CCOc1ccc(S(=O)(=O)N2CCC(C(=O)NCc3ccncc3)CC2)cc1Cl	i	1.61
Cc1cnn(CCC(=O)NNC(=S)Nc2cccc(Cl)c2)c1	i	-0.32
O=C(c1cc2ccccc2o1)N1CCN(S(=O)(=O)c2cccs2)CC1	i	0.12
O=C(Nc1cccc2cccc(NC(=O)c3ccco3)c12)c1ccco1	i	1.02
Cc1ccnc(NC(=O)c2ccc(N3C(=O)CCC3=O)cc2)c1	i	-0.41
COC(=O)c1sc2ncn(CC(=O)N(C)C3CCCCC3)c(=O)c2c1C	i	1.74

Other entries.
Molecule	KCNQ2 inh	Kir21 inh
O=[N+]([O-])c1cc(-c2cnc3ccccc3n2)ccc1Oc1ccc(F)cc1	-8.43*	1.76
O=S(=O)(CCN1CCN(c2ccccn2)CC1)c1ccc(F)cc1	i	-0.67
COc1ccc(S(=O)(=O)N2CCCC2C(=O)Nc2ccc(O)cc2)cc1 (stereo unspecified)	i	0.15
COc1ccc(-c2nc(C#N)c(NCc3ccc(F)cc3)o2)cc1OC	i	-0.03
COc1ccc(CCNC(=O)CSc2ccc(-c3cccs3)nn2)cc1	i	-0.66
CC(C)(C)c1nnc(SCC(=O)c2ccccc2)n(N)c1=O	i	-0.95
Cc1ccc(Sc2cc(Cl)nc(N)n2)cc1	i	0.4
N#C/C(=C\c1ccc(O)c(O)c1)C(=O)NCCCc1ccccc1	i	-1.63
Cc1ccccc1N1CCN(C(=O)C2CCC(=O)N(C3CCCC3)C2)CC1 (stereo unspecified)	i	-0.64
Cc1ccc(S(=O)(=O)CCC(=O)OCc2ccc(Cl)cc2)cc1	i	1.53
COc1ccc(S(=O)(=O)N/N=c2\oc3c(OC)cccc3cc2S(=O)(=O)c2ccc(C)cc2)cc1OC	i	0
COc1ccc(/C=C2/SC(c3ccc(C)cc3)=NC2=O)cc1OC	i	-1.05
CN1C(=O)NC(c2ccc(O)cc2)C2=C1CN(c1cccc3ccccc13)C2=O (stereo unspecified)	i	1.1
O=C(CCCN1C(=O)/C(=C/c2cccc(Br)c2)SC1=S)Nc1cccnc1	i	-0.01
O=C(COC(=O)c1ccccc1SCC(=O)N1CCCC1)Nc1ccccc1OC(F)F	i	0.55

Overlap with the part before: two compounds, then new ones.
Molecule	KCNQ2 inh	Kir21 inh
O=C(CCCN1C(=O)/C(=C/c2cccc(Br)c2)SC1=S)Nc1cccnc1	i	-0.01
O=C(COC(=O)c1ccccc1SCC(=O)N1CCCC1)Nc1ccccc1OC(F)F	i	0.55
COc1ccc(C2Nc3cc(OC)ccc3-n3cccc32)cc1 (stereo unspecified)	i	0.43
O=C(CCC(=O)c1cccs1)Nc1nc2ccccc2s1	i	-0.09
COc1ccc(OC)c(S(=O)(=O)Nc2cccc3ccc(O)cc23)c1	i	-0.02
Cn1cnc2nc3n(c2c1=O)CCC3	i	-0.95
Cc1cc(C(=O)CN2C(=O)C(=O)N(Cc3ccccc3)C2=O)c(C)n1-c1ccc2c(c1)OCCO2	i	-0.08
CC1(NC(=O)C2CCCCC2)CCS(=O)(=O)C1 (stereo unspecified)	i	1.81
O=C(Cn1c(=O)n(-c2ccc(F)cc2)c(=O)c2sccc21)c1ccccc1	i	-0.47
COc1ccc(NC(=O)CCCC(=O)OCC(F)(F)C(F)F)cc1	i	0.01
N#Cc1c(NC(=O)C(=O)NCCCN2CCOCC2)sc2c1CCCC2	i	1.37
COc1ccccc1CNC(=O)C1CCN(Cc2nc(-c3cccc(Cl)c3)oc2C)CC1	-7.78*	0.91
COC(=O)C(NC(C)=O)(Nc1nc2ccc(C)cc2s1)C(F)(F)F (stereo unspecified)	i	-0.15
CS(=O)(=O)N(CC(=O)O)c1ccc(Oc2ccccc2)cc1	i	1.13
CCOc1ccc(C(C)=O)cc1CN1C(=O)C(=O)N(CC)C1=O	i	-1.18
Cc1cc(C)n2ncc(C(=O)O)c2n1	i	0.02
CCSc1nnc(NC(=O)CSc2nc3c(c(=O)n2-c2ccccc2OC)SCC3)s1	i	-0.37

(further entries)
Molecule	KCNQ2 inh	Kir21 inh
CCNC(=S)NNC(=O)CCc1nc2cc(Cl)ccc2n(Cc2ccccc2)c1=O	i	1.79
CN(C)c1ccc(/C=C2\SC(=S)N(Nc3ncc(C(F)(F)F)cc3Cl)C2=O)cc1	i	-11.6
O=C(CSc1ncn[nH]1)NCCCc1ccccc1	i	-0.47
CCOP(=O)(OCC)C(Nc1ccccn1)c1ccccc1 (stereo unspecified)	i	-0.05
Fc1ccc(C2NC(=S)NC3=C2N2CCC3CC2)cc1 (stereo unspecified)	i	1.29
COc1ccc(NC(=O)CS(=O)(=O)c2cn(CC(=O)N3CCCC3)c3ccccc23)c(OC)c1	i	-0.25
CC1CCc2onc(C(=O)NCc3ccco3)c2C1 (stereo unspecified)	i	1.36
CCOCCCn1c(SCc2nc3ccccc3s2)nc2ccccc2c1=O	i	-1.43
NC(=S)N/N=C/c1ccccc1[N+](=O)[O-]	i	-0.31
COc1cc(C(=O)N2CCN(C(=O)COc3ccc4ccccc4c3)CC2)cc(OC)c1OC	i	-1.85
CSC(=S)NCc1cccnc1	i	-0.98
Cc1ccc(C)c(N2CCN(C(=O)C3CCN(S(=O)(=O)c4c(C)noc4C)CC3)CC2)c1	i	0.01
COc1ccc(S(=O)(=O)N2CCCCCC2)cc1C(=O)N(C)Cc1cccs1	i	0.47
Nc1nnn(CC(=O)N/N=C/C=C/c2ccccc2)n1	i	0.95
CCCc1ccc(OCc2ccc(C(=O)N/N=C/c3cccc([N+](=O)[O-])c3)o2)c(OC)c1	i	0.03
Cc1cccc(C(=O)N2CCC(=O)N(C(COCc3ccccc3)Cc3ccccc3)CC2)c1 (stereo unspecified)	i	-1.12
COc1ccc(Cc2c3cc(OC)c(OC)cc3cc[n+]2C)cc1OC	i	0.13
Cc1nn(-c2ccccc2)c(C)c1NC(=O)COC(=O)c1cc([N+](=O)[O-])ccc1NCCO	i	1.67
